SRC3 TRFRET art = TR-FRET detection interference compounds, artefact control for PPARgamma SRC-3 recruitment agonists, biochemical, TR-FRET ratio; TR-FRET ratio at 8 µM; TR-FRET artefact counter-screen, PPARgamma/SRC-3 format; active compounds read high; 99,000 compounds, 0.39% hits; in the data active = TR-FRET ratio above about 2000; also: inactives centre near 1600
SRC1 TRFRET art = TR-FRET detection interference compounds, primary screen, artefact control for PPARgamma SRC-1 recruitment agonists, biochemical, TR-FRET emission ratio; TR-FRET ratio at 8 µM; AID 1051, 2008; TR-FRET detection artefact counter-screen; active compounds read high; 99,000 compounds, 0.34% hits; in the data active = TR-FRET ratio above about 2300; also: inactives centre near 1800
Numbers without * were called inactive. Not all compounds are listed; rates above refer to the full screens.

smiles | SRC3 TRFRET art | SRC1 TRFRET art
O=C(Nc1cccc(C(=O)N2CCN(c3cccc(Cl)c3)CC2)c1)c1ccccc1 | 1688 | 1662
O=C(Nc1nnc(C2=COCCO2)o1)c1ccc(S(=O)(=O)N2CCCC2)cc1 | 1664 | 1599
O=C(Nc1ccc(COc2ccccc2)cc1)c1cccc([N+](=O)[O-])c1 | 1724 | 1927
O=S(=O)(Nc1ccc(N2CCOCC2)nn1)c1ccccc1 | 1688 | 1849
CCCc1nc(N2CCN(S(=O)(=O)c3ccc(Cl)cc3)CC2)c2c(C)c(C)sc2n1 | 1693 | 2088
C/C(Cc1ccccc1)=N\NC(=O)C1CCCCC1 | 1740 | 1729
Cn1ncc(Cl)c(Oc2ccc(C(C)(C)C)cc2)c1=O | 1460 | 1563
O=C(CCCN1C(=O)/C(=C/c2ccccc2)SC1=S)Nc1ccccc1O | 1543 | 1628
COCCNC(=O)c1ccccc1NC(=O)CCSc1ccccc1 | 1555 | 1593
O=C(c1ccc2ccccc2c1)C1CCCN(S(=O)(=O)c2cccnc2)C1 (centres undefined) | 1614 | 1730
CCOC(=O)c1c(C)n(-c2ccc(C)cc2)c2ccc(OCC(O)CNCCCO)cc12 (centres undefined) | 1649 | 1873
COc1cc(C)nc(Oc2ccc(=O)[nH]n2)n1 | 1597 | 1907
Cc1cc(C)cc(NC(=O)N2CCN(C/C=C/c3ccccc3)CC2)c1 | 1393 | 1912
O=C(C[n+]1cn(C(F)F)c2ccccc21)c1ccc(Br)cc1 | 1668 | 1834
Cc1ccc(N2CC(=O)N(CC(=O)O)C2=O)cc1 | 1401 | 1658
CCOc1ccc(N=C(/C(C(=O)C(=O)N2CCOCC2)=C(\O)c2ccccc2)c2ccccc2)cc1 | 1496 | 1711
CCOCC(=O)N1CCN(c2cccc(Cl)c2)CC1 | 1498 | 1917
Cc1c(C(c2cccc(O)c2)c2c(C)n(C)n(-c3ccccc3)c2=O)c(=O)n(-c2ccccc2)n1C | 1674 | 1690
S=c1[nH]nc(Cc2noc3ccccc23)n1-c1ccc(Cl)cc1 | 1527 | 1929
Cc1cc(C)nc(NS(=O)(=O)c2ccc(NC(=O)CSc3nc(-c4ccccc4)c(C#N)c(=O)[nH]3)cc2)n1 | 2218* | 2109

Single records, from the list above. Values in the order: SRC3 TRFRET art, SRC1 TRFRET art
Cc1ccc(N2CC(=O)N(CC(=O)O)C2=O)cc1 is listed with 1401, 1658
CCOC(=O)c1c(C)n(-c2ccc(C)cc2)c2ccc(OCC(O)CNCCCO)cc12 (centres undefined) is listed with 1649, 1873
CCOc1ccc(N=C(/C(C(=O)C(=O)N2CCOCC2)=C(\O)c2ccccc2)c2ccccc2)cc1 is listed with 1496, 1711
COc1cc(C)nc(Oc2ccc(=O)[nH]n2)n1 is listed with 1597, 1907

Other compounds:
smiles | SRC3 TRFRET art | SRC1 TRFRET art
O=C(NCC(=O)N(c1cccnc1)C(C(=O)NC1CCCC1)c1ccc(F)cc1)c1ccco1 (centres undefined) | 1604 | 1713
Cn1cc(CCNC(=O)CCc2nnc(CCCCc3ccccc3)o2)cn1 | 1605 | 1999
CCOC(=O)C1(CCc2ccccc2)CCN(C(=O)c2occc2C)CC1 | 1781 | 1850
Cc1c(Cc2c(C)n(C)n(-c3ccccc3)c2=O)c(=O)n(-c2ccccc2)n1C | 1524 | 1715
CCCn1nc(C(=O)Oc2ccc3c(C)cc(=O)oc3c2)c2ccccc2c1=O | 1379 | 1894
CCN(CC)CCNC(=O)c1ccc(NC(=O)/C=C/c2cc(OC)c(OC)c(OC)c2)cc1 | 1568 | 2043
CCOC(=O)C1=Nc2ccccc2C1=[N+]=[N-] | 1532 | 1728
Cc1ccc(S(=O)(=O)NCCNC(=O)c2ccccc2)cc1 | 1811 | 1607
CCOc1ccccc1OCCCCOc1ccccc1F | 1405 | 1744
Cc1ccccc1CSCC(=O)Nc1c(C)n(C)n(-c2ccccc2)c1=O | 1740 | 2182
Clc1cccc(-c2nc(NCCCN3CCOCC3)c3ccccc3n2)c1 | 1438 | 1732
COc1ccc(S(=O)(=O)Nc2cccc(N(C)S(C)(=O)=O)c2)cc1Br | 1657 | 1871
Cc1nn(Cc2ccccc2Cl)c2sc(C(=O)Nc3ccccc3N3CCOCC3)cc12 | 1465 | 1538
Oc1ccc(Cl)cc1C1=NNC(c2cc(Br)cc3c2OCOC3)C1 (centres undefined) | 1946 | 2488*
CN(CC(=O)Nc1ccc(N2CCOCC2)cc1)Cc1c(O)ccc2ccccc12 | 1643 | 1983
COc1ccc(C(=O)N=c2sc3ccccc3n2C)cc1 | 1376 | 1856
CN1CCN(CCNC(=O)Nc2ccc([N+](=O)[O-])cc2)CC1 | 1520 | 1797
O=C(NNC1=C(C(=O)C(F)(F)F)CCC1)c1ccncc1 | 1567 | 1977
Cc1ccc(NC(=S)NCC2CCN(C(C)c3ccccc3)C2)cc1C (centres undefined) | 1507 | 1645
Cc1ccccc1SCCNC(=O)CCc1ccccc1 | 1477 | 1707
C#CCOCCOCCOCCNc1nc(N2CCN(C(=O)[C@H]([C@@H](C)CC)n3cc([C@@H](N)Cc4ccc(O)cc4)nn3)CC2)nc(N2CCN(C(=O)[C@H](CCCCN)n3cc([C@@H](N)CC(C)C)nn3)CC2)n1 | 1627 | 1734
Cc1ccc2[nH]c3c(c2c1)CN(C(=O)CN1CCN(c2ccccn2)CC1)CC3 | 1340 | 1653
O=C(Nc1ccccc1)NC1CCCc2ccccc21 (centres undefined) | 1766 | 2105
CSc1nc(N)c2c(n1)OC(N)=C(C#N)C2c1cccnc1 (centres undefined) | 1438 | 1625
COc1ccc(C=Nc2cccc3ncccc23)cc1 | 1536 | 1993
CC(C)OC(=O)C(=O)NNc1ccccc1 | 1618 | 1790
COc1ccc(Nc2ncnc3scc(-c4ccc(OC)cc4)c23)cc1 | 1668 | 1895
O=C(/C=C/c1ccc(Br)cc1)N1CCN(c2cccc(C(F)(F)F)c2)CC1 | 1600 | 1790
COc1ccc(OC)c(NC(=O)c2ccc(OC3CSC3)cc2)c1 | 1489 | 1801
Cc1onc(-c2ccccc2)c1C(=O)Nc1ccc(S(=O)(=O)NC(C)(C)C)cc1 | 1401 | 1756
Cn1ccc(NC(=O)Nc2ccc(Cl)cc2Cl)n1 | 1526 | 1673
O=C(Cc1c[nH]c2ccccc12)Nc1cccc(S(=O)(=O)N2CCCCC2)c1 | 1750 | 1680
CC(=O)N1N=C(c2ccc(C)cc2)OC1c1ccc(Br)cc1 (centres undefined) | 1746 | 1801
C=CCNC(=O)NC(=O)COC(=O)C(C)Oc1ccc(Cl)cc1Cl (centres undefined) | 1646 | 1762
COc1ccccc1Cn1cccc1C=O | 1679 | 1915
Cc1cccc(S(=O)(=O)N/N=c2\sc3ccccc3n2C)c1 | 1562 | 1752
Cc1cccc(NC(=O)COC(=O)c2ccc3c(c2)OCO3)c1C | 1758 | 1881
Cc1cccc(N=Cc2cc(Br)cc(Cl)c2O)c1 | 1609 | 1773
CCN1CCS/C1=C\C=C\C1=[N+](CC)CCS1 | 1955 | 1862
COc1nc(N(C)S(=O)(=O)c2ccc(C)cc2)nc(C)c1Cl | 1603 | 1767
Cc1cc(C)c(NC(=O)CSc2nc3[nH]ncc3c(=O)[nH]2)c(C)c1 | 1519 | 1866
O=C1/C(=C/c2ccc(O)c(O)c2)SC(=S)N1Nc1ccccc1 | 1757 | 2064
CN(C)CCn1c(=S)[nH]c2ccc(Cl)cc2c1=O | 1694 | 1992
COC(=O)N/N=C/c1cc(Cl)cc(Cl)c1OCc1ccccc1 | 1804 | 1717
Cc1ccc(Cl)c2c1=NC(=O)C=2c1[nH]c(=S)[nH]c1O | 1495 | 2123
O=C(CCSCc1ccccc1F)NCCc1ccccc1 | 1505 | 1499
CCOc1ccc(OCc2nnc(SCC(=O)NC3CCS(=O)(=O)C3)n2-c2ccc(Cl)cc2)cc1 (centres undefined) | 1366 | 1823
COCC(C)NS(=O)(=O)c1ccccc1 (centres undefined) | 1511 | 1863
O=C(Nc1cccc([N+](=O)[O-])c1)c1ccc2c(c1)OCO2 | 1441 | 1849
O=C(CS(=O)(=O)c1ccc(Cl)cc1)NCCS(=O)(=O)c1ccc(Cl)cc1 | 1608 | 1641

Further compounds follow.
smiles | SRC3 TRFRET art | SRC1 TRFRET art
CC12CN3CC(=O)N4CC5(C)CN(CC(C)(C4)C5=O)C(=O)CN(C1)CC(C)(C3)C2=O | 1718 | 1864
CC(C)=CC(=O)OCC(=O)NC1CCCc2ccccc21 (centres undefined) | 1507 | 1744
Clc1ccc2oc(-c3ccccc3)cc(=NCCCN3CCOCC3)c2c1 | 1649 | 1934
COC(=O)C1=C(C)NC(=O)CC1c1cccc(Cl)c1Cl (centres undefined) | 1571 | 1880
N#Cc1cc2c(nc1Cl)CCCC2 | 1416 | 1601
CN1C(=O)NC(c2ccc(O)cc2)C2=C1CN(c1cccc3ccccc13)C2=O (centres undefined) | 1346 | 1497
CCC1CCCCN1C(=O)c1ccc(OC2CCN(C(=O)C3CC3)CC2)cc1 (centres undefined) | 1513 | 1872
COc1ccccc1-c1ccc(SCc2ccc([N+](=O)[O-])cc2)nn1 | 1566 | 1714
COc1ccc(C)cc1NC(=O)Nc1cccc(C)c1 | 1606 | 1876
C/C(=N/NS(=O)(=O)c1ccccc1)c1ccc(Cl)cc1 | 1596 | 1951
Clc1ccc(-c2csc(N/N=C\c3cccnc3)n2)cc1 | 1547 | 1789
Cc1ccc(C2(c3noc(CN4C[C@@H](C)O[C@@H](C)C4)n3)CCCC2)cc1 | 1520 | 1904
CC(=O)C1=C(C)NC2=C(C(=O)c3ccccc32)C1c1ccccc1 (centres undefined) | 1783 | 1856
CN(C)c1ccc(C(=S)N2CCCCC2)cc1 | 1765 | 1781
CCSc1nnc(NC(=O)[C@@H](NC(=O)c2cccc(C)c2)C(C)C)s1 | 1582 | 1777
Cc1ccc(Oc2ccc(NC(=O)CSc3n[nH]c(N)n3)cc2)cc1 | 1636 | 1797
C=CCOc1ccc(Br)cc1CNC(C)(C)CO | 1572 | 2063
O=C(NC(=S)Nc1ccc(S(=O)(=O)NC2CCCCC2)cc1)c1cccs1 | 1357 | 1771
C/C(Cn1nnc2ccccc21)=N\OC(=O)c1ccccc1C | 1615 | 1930
Cc1cc(C)cc(Oc2coc3cc(OC(=O)c4cccnc4)ccc3c2=O)c1 | 1561 | 1651
COc1ccc(-n2cc(-c3ccccc3)nc2SC)cc1 | 1397 | 1623
COc1ccc(NS(=O)(=O)c2cccc(N/C(=N\S(=O)(=O)c3ccccc3)c3ccc(F)cc3)c2)cc1 | 1545 | 1654
COCCNC(=S)N/N=C(\C)c1ccc(C)c([N+](=O)[O-])c1 | 1601 | 1653
CCCC(=O)N1CCN(C2=NS(=O)(=O)c3ccccc32)CC1 | 1486 | 1810
CC1CN(CCCCOc2ccc3ccccc3c2)CC(C)O1 (centres undefined) | 1445 | 1881
O=C(O)c1ccc(N=NN2CCOCC2)cc1 | 1599 | 1803
O=C(c1ccc(CSc2ccccc2)cc1)N1CCCCCC1 | 1520 | 1847
CCN(CCCCN1C(=O)c2ccccc2C1=O)c1ccc2c(c1)C(=O)N(C)C2=O | 1756 | 1756
CCc1c(C)c(C#N)c2nc3ccccc3n2c1NCc1ccccn1 | 1577 | 1956
N#C/C(=N\O)c1nc2ccccc2[nH]1 | 1508 | 1855
CC(C)CC(NC(=O)C(COCc1ccccc1)NC(=O)OC(C)(C)C)C(=O)NN (centres undefined) | 1658 | 1864
CCC(C)(C)NC(=O)C(c1ccc(OC)cc1)N(CCOC)C(=O)CCC(=O)Nc1nccs1 (centres undefined) | 1521 | 1588
Cc1cc(N(CN2CCCC2=O)C(=O)c2ccc(OC(C)C)cc2)no1 | 1584 | 1604
O=S(=O)(Nc1ccccn1)c1cccs1 | 1635 | 1832
CCN(CC)S(=O)(=O)c1cc(C)ccc1SC | 1507 | 1919
CC(C)(C)c1nn2cnnc2n(/N=C/c2ccc(O)cc2)c1=O | 1748 | 1794
COCCSc1nnc(NC(=O)C2CC(=O)N(c3ccccc3)C2)s1 (centres undefined) | 1566 | 1978
COc1ccc(Br)cc1C(=O)NC(=S)Nc1cc(-c2nc3ccccc3[nH]2)ccc1C | 1587 | 1940
CCCC1=C(C(=O)OCC)C(c2ccco2)C(C#N)=C(N)O1 (centres undefined) | 1427 | 1668
Cc1ccc(C(=O)Oc2cccnc2)cc1[N+](=O)[O-] | 1615 | 1644

The closing 6 records of the section before are carried over, then new ones follow.
smiles | SRC3 TRFRET art | SRC1 TRFRET art
CCN(CC)S(=O)(=O)c1cc(C)ccc1SC | 1507 | 1919
CC(C)(C)c1nn2cnnc2n(/N=C/c2ccc(O)cc2)c1=O | 1748 | 1794
COCCSc1nnc(NC(=O)C2CC(=O)N(c3ccccc3)C2)s1 (centres undefined) | 1566 | 1978
COc1ccc(Br)cc1C(=O)NC(=S)Nc1cc(-c2nc3ccccc3[nH]2)ccc1C | 1587 | 1940
CCCC1=C(C(=O)OCC)C(c2ccco2)C(C#N)=C(N)O1 (centres undefined) | 1427 | 1668
Cc1ccc(C(=O)Oc2cccnc2)cc1[N+](=O)[O-] | 1615 | 1644
COC(=O)[C@@]1(Cc2ccccc2)[C@@H]2C(=CC(=O)[C@H]2CC(=O)C(=O)N(C)C)CN1C(=O)c1ccccc1 | 1516 | 1712
Cc1ccc(NC(=S)N(CCCN2CCOCC2)Cc2cccs2)c(C)c1 | 1514 | 1856
Nc1c(C(=O)NCc2ccco2)c2nc3ccccc3nc2n1CCc1ccccc1 | 1625 | 1891
Cc1cccc(CN2CCCC(C(=O)c3ccc4c5c(cccc35)CC4)C2)n1 (centres undefined) | 1655 | 1806
CCOc1cc(/C=C2/NC(=O)N(CC(=O)Nc3cccc(C)c3)C2=O)ccc1OCC(N)=O | 1726 | 1777
COc1ccc(CN(C)Cc2cc(=O)n3ccsc3n2)c(OC)c1OC | 1700 | 1924
CS(=O)(=O)N(CC(=O)NC1CCCC1)Cc1ccc(F)cc1 | 1314 | 1704
O=C(/C=C/c1ccc2c(c1)OCO2)NCc1ccc(F)cc1 | 1639 | 1913
O=C(C[N+]1(CC#Cc2ccccc2)CCOCC1)c1ccc(Cl)cc1 | 1555 | 1718
NC(=S)NNC(=O)Nc1ccc(Cl)c(Cl)c1 | 1639 | 1665
